# BaF3 parental: parental Ba/F3 cell viability inhibition, counter-screen for JAK2V617F inhibitor project, murine pro-B, CellTiter-Glo luminescence. CellTiter-Glo ATP luminescence. inhibition, % at 5.6 µM. hit rate 1.1% among 220,000. AID 1486, 2009;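 active = inhibition above a per-campaign cutoff, the mean inhibition of all tested compounds plus 3 SD, cut at about 27% in these data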;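 also: 0% = DMSO wells and 100% = JAK Inhibitor I control wells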
# Wee1 stabilizer: Wee1 degradation inhibitors, primary screen, cell-based, HeLa, Wee1K328M-luciferase, luminescence; Wee1-like protein kinase (Homo sapiens), P30291; hit rate 1.2% among 220,000; HeLa Luc-Wee1K328M stability; 100% = proteasome inhibitor MG132 effect; reporter increase, % at 5 µM;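 active = activation above the mean of all tested compounds plus 3 SD, set per screening run, cut at about 8.8% in these data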;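 also: cells exposed to compound for 20 h before luminescence read; 0% = DMSO alone and 100% = MG132 at 30 µM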
# eIF4E 4G PPI: eIF4E–eIF4G protein interaction inhibitors, primary screen, biochemical, uHTS, TR-FRET, eIF4GI fragment. Eukaryotic translation initiation factor 4E (Mus musculus) + Eukaryotic translation …. TR-FRET eIF4E-eIF4GI(517-606) binding, 2 h. inhibition, % at 21.7 µM. hit rate 0.37% among 220,000;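 active = inhibition above about 30%, limit read from the data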;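 also: 0% = full FRET control wells and 100% = background wells lacking eIF4GI fragment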
# NPY2 pot ag: NPY-Y2 potentiators or agonists, primary screen, cell-based; cells expressing NPY-Y2, potentiator/agonist read-out; activation, % at 3.6 µM; hit rate 0.45% among 220,000; AID 1359, 2008; in the data active = activation above about 27%;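 also: cells stimulated with NPY near EC25 plus isoproterenol at EC100; 0% = vehicle plus submaximal agonist and 100% = vehicle plus saturating agonist; some results beyond the cut were filed as inactive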
# Target sequence (P49146 whole entry, looked up): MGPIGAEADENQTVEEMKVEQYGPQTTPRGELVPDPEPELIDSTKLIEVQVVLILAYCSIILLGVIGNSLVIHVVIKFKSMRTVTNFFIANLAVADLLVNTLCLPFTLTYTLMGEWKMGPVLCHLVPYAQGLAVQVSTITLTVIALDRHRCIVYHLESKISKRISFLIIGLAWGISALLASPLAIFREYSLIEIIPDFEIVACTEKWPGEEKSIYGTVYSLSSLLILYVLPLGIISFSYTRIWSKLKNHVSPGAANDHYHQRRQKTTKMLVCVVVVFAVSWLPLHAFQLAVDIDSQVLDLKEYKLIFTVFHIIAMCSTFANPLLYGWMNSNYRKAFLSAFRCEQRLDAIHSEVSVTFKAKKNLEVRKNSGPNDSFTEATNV
# PERK inh: block of dimerizer-induced PERK translation repression, primary screen, PERK inhibitor project, CHO PERK-DD cells, SEAP luminescence, HTS; Eukaryotic translation initiation factor 2-alpha kinase 3 (Homo sapiens), Q9NZJ5; CHO PERK-DD fusion, SEAP luminescence translation reporter; inhibition, % at 5.6 µM; hit rate 0.17% among 220,000; AID 1416, 2008;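 active = inhibition above the mean inhibition of all tested compounds plus 3 SD, set separately per screening campaign, cut at about 2.9% in these data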;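 also: PERK kinase domain activated by AP20187 dimerizer at 100 nM; 0% = DMSO with dimerizer and 100% = rapamycin at 8.4 µM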
# S1P4 antagonist: S1P4 receptor antagonists, primary screen, cell-based; hit rate 0.26% among 220,000; Sphingosine 1-phosphate receptor 4 (Homo sapiens), O95977; S1P4-expressing cells, antagonist mode, reporter read-out; inhibition, % at 4.98 µM; AID 1510, 2009; in the data active = inhibition above about 29%;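 also: 0% = wells stimulated with agonist and 100% = vehicle wells without agonist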
# S1P4 ag: S1P4 receptor agonists, primary screen, cell-based | Sphingosine 1-phosphate receptor 4 (Homo sapiens), O95977 | hit rate 0.35% among 220,000 | S1P4-expressing cell line, agonist reporter assay | activation, % at 4.98 µM | AID 1509, 2009; in the data active = activation above about 11%;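 also: 0% = DMSO vehicle and 100% = reference agonist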
# MDM2 E3 inh: MDM2-luciferase reporter signal enhancers, primary screen, MDM2 E3 ligase inhibitor project, cell-based, luminescence, 1536-well. hit rate 0.11% among 210,000. signal enhancement, % at 5 µM. cell-based MDM2 ubiquitination luciferase reporter, 2 h; 0 = plate control, 100 = twice control, blank-subtracted. E3 ubiquitin-protein ligase Mdm2 (Homo sapiens), Q00987;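 active = signal enhancement of 30% or more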;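 also: luminescence tracks abundance of the self-degrading MDM2-luciferase fusion protein; higher signal means inhibition of MDM2 E3 ligase activity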
# Target sequence (Q00987 whole entry, looked up, the tested form may be a part): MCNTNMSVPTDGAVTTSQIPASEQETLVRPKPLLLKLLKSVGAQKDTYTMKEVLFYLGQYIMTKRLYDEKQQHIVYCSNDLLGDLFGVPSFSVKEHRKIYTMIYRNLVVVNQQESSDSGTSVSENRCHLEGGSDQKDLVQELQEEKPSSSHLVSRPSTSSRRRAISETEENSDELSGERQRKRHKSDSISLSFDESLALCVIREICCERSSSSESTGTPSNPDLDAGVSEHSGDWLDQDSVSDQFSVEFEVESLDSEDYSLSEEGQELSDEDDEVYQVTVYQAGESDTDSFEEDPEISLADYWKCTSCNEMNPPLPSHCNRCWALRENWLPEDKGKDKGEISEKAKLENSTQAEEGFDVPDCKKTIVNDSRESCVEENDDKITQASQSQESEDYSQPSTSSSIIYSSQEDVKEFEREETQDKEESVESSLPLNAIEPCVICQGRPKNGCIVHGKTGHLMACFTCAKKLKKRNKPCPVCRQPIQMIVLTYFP
#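 Test system: stable mammalian line carrying autodegrading MDM2–luciferase fusion reporter; quantity: 2000 cells in each well; times: 4 h cell settling then 2 h compound exposure, 37 °C; detection: luminescence with SteadyLite reagent, 15 min at room temperature; evaluation: percent signal gain over controls, blank-subtracted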
# Ba/F3 V617F tox: reduced viability of JAK2V617F-dependent Ba/F3 cells, primary screen, JAK2V617F inhibitor project, cell-based, Ba/F3 EpoR-JAK2V617F, luminescence; hit rate 1.1% among 220,000; inhibition, % at 5.6 µM; AID 1446, 2008; ATP luminescence;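 active = inhibition above the campaign mean plus 3 SD over all tested compounds, cut at about 24% in these data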;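 also: cytokine-independent growth of Ba/F3 cells driven by EpoR plus mutant JAK2; 0% = DMSO-treated cells and 100% = JAK inhibitor I control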
# * hit, by the source's call; nt = not tested or not shown; [ ] = dose if it differs, or a comment.
item	SMILES	S1P4 antagonist	Wee1 stabilizer	Ba/F3 V617F tox	NPY2 pot ag	MDM2 E3 inh
1	CN1C(=O)CSc2ccc(NC(=O)N3CCN(c4ccccc4)CC3)cc21	-32.6	3.7	-1.5	-7.2	-14.1
2	COCc1c(C(=O)OC/C(O)=C(\C#N)c2nc3ccccc3[nH]2)oc2ccccc12	-17.1	1.1	2.5	-22.6	-1.0
3	O=C(CN1CCOCC1)N/N=C/C(Br)=C\c1ccccc1	7.1	5.3	3.4	-10.7	-20.0
4	CCCCOC1(c2ccccc2)NC(=S)NN=C1c1ccccc1 (centres undefined)	-4.5	-0.8	-4.4	3.9	-15.0
5	COc1cc(C2C=C(C34CC5CC(CC(C5)C3)C4)NC(=S)N2)cc(OC)c1OC (centres undefined)	-1.3	-1.0	-0.5	-6.0	10.2
6	C=CCN(c1ccccc1OC)S(=O)(=O)c1cccc(C(=O)OCC(=O)c2c[nH]c3ccccc23)c1	-20.3	4.0	-1.3	18.4	nt
7	COc1ccc(S(=O)(=O)C(C#N)c2nc3ccccc3nc2N2CCCCC2)cc1 (centres undefined)	-4.9	1.7	-0.6	12.9	-21.3
8	CC(=O)C1C(=O)C=C(c2cccs2)CC1c1ccccc1 (centres undefined)	-1.7	-0.3	-0.9	-5.4	-0.4
9	Nc1c(C(=O)OCC(=O)Nc2ccc(Cl)cc2[N+](=O)[O-])[nH]c(=O)[nH]c1=O	-12.7	-0.2	-3.3	8.1	nt
10	CCCS(=O)(=O)N1CCN(CC2CC3C=CC2C3)CC1 (centres undefined)	3.6	-0.4	-0.4	-3.1	-15.1

item	S1P4 ag	eIF4E 4G PPI	PERK inh	BaF3 parental
1	0.3	-1.8	-0.1	3.0
2	-1.3	2.0	0.4	9.0
3	0.4	-1.8	0.3	5.1
4	-5.0	-7.8	0.5	1.2
5	0.8	5.0	-1.7	5.4
6	-0.3	4.3[fluorescence artefact?]	-0.5	9.2
7	0.7	4.4	1.5	4.2
8	-0.9	1.1	0.2	5.8
9	1.9	5.7	1.2	-7.6
10	-0.1	1.7	-0.4	2.3

# The list continues.
item	SMILES	S1P4 antagonist	Wee1 stabilizer	Ba/F3 V617F tox	NPY2 pot ag	MDM2 E3 inh
11	CCCCNC(=O)C1(c2ccc(OC)cc2)CCOCC1	-4.8	4.2	0.7	3.1	5.7
12	O=C(COC(=O)c1ccc(S(=O)(=O)NCc2ccco2)cc1)Nc1ccccc1OC(F)F	-2.9	-2.8	-5.9	5.3	-2.2
13	CCOC(=O)C1(CC2CC2)CCN(Cc2ccc3cccc(F)c3n2)CC1	2.5	-2.8	-1.3	-6.8	-7.8
14	O=C(NNc1cccc(Cl)n1)c1ccccc1CC[N+](=O)[O-]	18.4	4.3	-1.6	7.5	-16.5
15	CN(C)C(=O)N1CCCC(C(=O)NCCc2ccccc2)C1 (centres undefined)	8.4	5.3	1.1	0.6	-8.0
16	Cc1ccc2cc3cc(C(=O)N4CCN(C(=O)c5ccco5)CC4)sc3nc2c1	-6.2	-1.5	-0.5	-13.1	-21.5
17	Cc1cc(C)c2cc(CN(CC3CCCO3)C(=S)NCc3ccco3)c(=O)[nH]c2c1 (centres undefined)	14.2	-5.3	3.4	-16.9	4.8
18	Cc1ccc(S(=O)(=O)NCCSc2nnc(N)s2)cc1	-4.4	2.5	-3.8	9.6	-9.7
19	NCCCC[C@@H]1NC(=O)c2cc([N+](=O)[O-])cc(I)c2SC[C@@H](C(=O)NCC(N)=O)NC(=O)CNC1=O	-11.4	-0.9	-0.7	-0.1	nt
20	CN(C)C(=O)C1C2NC(=S)N(c3cccc(Cl)c3)C1(C)Oc1ccc(Cl)cc12 (centres undefined)	-7.1	-1.6	2.4	28.7*	-3.9

item	S1P4 ag	eIF4E 4G PPI	PERK inh	BaF3 parental
11	1.0	-0.9	-0.8	3.4
12	-0.8	-2.0	0.6	-1.0
13	0.8	1.3	-0.3	9.1
14	-1.0	1.2	0.2	1.2
15	-0.4	-1.6[fluorescence artefact?]	1.1	3.5
16	0.7	-6.7	-0.3	1.0
17	0.4	-1.2	-0.5	8.8
18	-0.8	-14.9[fluorescence artefact?]	0.8	1.0
19	2.1	-1.2[fluorescence artefact?]	0.4	2.5
20	-1.8	-0.2	0.0	1.9

# Compound profiles, from the list above. Values in the order: S1P4 antagonist, Wee1 stabilizer, Ba/F3 V617F tox, NPY2 pot ag, MDM2 E3 inh, S1P4 ag, eIF4E 4G PPI, PERK inh, BaF3 parental
# Listed for Cc1cc(C)c2cc(CN(CC3CCCO3)C(=S)NCc3ccco3)c(=O)[nH]c2c1 (centres undefined) : 14.2, -5.3, 3.4, -16.9, 4.8, 0.4, -1.2, -0.5, 8.8
# Listed for O=C(NNc1cccc(Cl)n1)c1ccccc1CC[N+](=O)[O-] : 18.4, 4.3, -1.6, 7.5, -16.5, -1.0, 1.2, 0.2, 1.2
# Listed for O=C(COC(=O)c1ccc(S(=O)(=O)NCc2ccco2)cc1)Nc1ccccc1OC(F)F : -2.9, -2.8, -5.9, 5.3, -2.2, -0.8, -2.0, 0.6, -1.0
# Listed for CCCCNC(=O)C1(c2ccc(OC)cc2)CCOCC1 : -4.8, 4.2, 0.7, 3.1, 5.7, 1.0, -0.9, -0.8, 3.4

# Later entries.
item	SMILES	S1P4 antagonist	Wee1 stabilizer	Ba/F3 V617F tox	NPY2 pot ag	MDM2 E3 inh
21	N/C(=N\OC(=O)c1ccco1)c1ccccc1	-5.5	-0.3	1.3	4.6	5.6
22	CC(C)CCN1CCN(Cc2cccc(-n3cccn3)c2)CC1CCO (centres undefined)	7.9	6.6	1.8	-4.0	1.8
23	CC1(C)Oc2ccc(C(=O)NC3CCCC3)cc2N(CC(=O)NC2CCCC2)C1=O	-9.4	-1.1	3.2	-0.2	-8.0
24	CCOC(=O)C1=C(C)N=C2SC(CC)C(=O)N2C1c1cccc(F)c1 (centres undefined)	-19.9	-1.3	7.1	-5.8	-3.1
25	COC(=O)C1=NNC2(c3ccc(C)cc3)C(=O)N(c3cccc(C)c3C)C(=O)C12 (centres undefined)	-8.0	-2.7	-2.1	17.0	4.2
26	COc1ccc2nc(SCCOC(=O)Nc3ccc(Cl)cc3)nc(C)c2c1	10.5	-1.3	-1.0	-21.2	-7.8
27	CCCN(Cc1ccccc1)S(=O)(=O)c1ccc(N2C(=O)CCC2=O)cc1	2.7	-0.3	4.0	3.9	-5.7
28	Nc1ccc(Cc2ccc(N)c(O)c2)cc1O	0.1	2.8	-2.2	-6.8	-24.5
29	COc1ccc(NC(=O)c2c[nH]c(=O)n(-c3ccc(C)c(C)c3)c2=O)cc1OC	7.8	3.2	-1.3	-13.7	0.5
30	O=C(Nc1cccnc1)c1cccnc1Cl	-23.6	-1.7	-1.9	11.0	-3.6

item	S1P4 ag	eIF4E 4G PPI	PERK inh	BaF3 parental
21	1.1	-2.8[fluorescence artefact?]	0.3	4.4
22	0.2	-2.2	-0.6	3.3
23	1.1	1.5[fluorescence artefact?]	-1.8	6.6
24	0.2	-3.0	-0.7	5.1
25	-0.6	-1.0[fluorescence artefact?]	0.4	3.1
26	-1.7	0.3[fluorescence artefact?]	0.5	-1.5
27	0.5	-1.7	-0.5	8.5
28	2.1	20.9	0.2	5.0
29	1.6	-2.2	0.2	3.6
30	-2.7	2.1	-0.3	0.7

# Next section.
item	SMILES	S1P4 antagonist	Wee1 stabilizer	Ba/F3 V617F tox	NPY2 pot ag	MDM2 E3 inh
31	O=C(O)c1ccccc1NSc1ccccc1[N+](=O)[O-]	7.5	-0.7	4.7	-24.1	4.8
32	Cn1c[n+](C)cc1/C=N/O	1.6	3.1	-3.4	13.4	-2.1
33	CN(CCOc1ccccc1)CC(=O)Nc1ccc([N+](=O)[O-])cc1Cl	-6.8	-0.8	-2.6	-11.3	21.5
34	O=C(NCCNC(=O)C1CC2CCC1C2)C1CC2CCC1C2 (centres undefined)	-13.2	0.1	0.7	-11.1	-10.9
35	Cc1ccc(CNC(=O)CSc2ccc(-c3ccccn3)nn2)cc1	-4.1	-0.5	-1.0	-9.7	-19.2
36	O=C(NNc1cccc(Cl)n1)c1cccnc1Cl	-9.9	1.6	-4.8	13.0	nt
37	CCN1/C(=C/c2ccc3cc(C)ccc3[n+]2C)Sc2ccc3sccc3c21	-9.6	0.8	77.9*	0.9	-13.6
38	CC(C)N(C(=O)CSc1nc2c([nH]1)c(=O)n(C)c(=O)n2C)c1ccccc1	-13.2	-2.0	-5.0	2.2	-10.7
39	CCN1CCC2(CC1)C(C#N)=C(N)Oc1c2sc2nc(C)cc(C)c12	-2.9	0.1	-5.0	-0.5	-13.4
40	CCOC(=O)c1cnc(C(C)(C)C)[nH]c1=O	-1.9	-2.0	-5.3	-0.5	20.6

item	S1P4 ag	eIF4E 4G PPI	PERK inh	BaF3 parental
31	-1.1	-3.6	0.1	3.5
32	1.7	-2.2[fluorescence artefact?]	1.3	2.2
33	0.5	2.3	0.6	1.1
34	0.8	2.4[fluorescence artefact?]	-0.6	-0.5
35	0.8	-0.2	-0.6	1.6
36	-1.6	-3.0[fluorescence artefact?]	1.3	0.3
37	0.0	3.5	1.2	62.4*
38	3.7	0.5[fluorescence artefact?]	-0.1	4.3
39	-0.6	11.5	-0.7	-3.0
40	2.3	-1.9	0.1	-1.7

# Further compounds.
item	SMILES	S1P4 antagonist	Wee1 stabilizer	Ba/F3 V617F tox	NPY2 pot ag	MDM2 E3 inh
41	COc1ccc(C/C(N)=N/OC(=O)C(c2ccccc2)c2ccccc2)cc1OC	-21.8	-2.1	1.1	-0.2	-3.6
42	Cc1cc(/C=C2\NC(=S)N(C)C2=O)ccc1N1CCCC1	9.1	1.8	-0.9	-8.8	-16.8
43	Cn1cccc1/C=N/N1CCN(c2ccccn2)CC1	-9.3	0.1	-2.1	6.4	-7.6
44	COc1ccccc1N1C(=O)CC(Sc2ncccc2C(=O)O)C1=O (centres undefined)	-21.7	-0.8	-1.4	3.8	9.4
45	CN1CCN(CC#CCC(O)(c2ccccc2)C2CCCC2)CC1 (centres undefined)	4.2	0.7	-1.4	1.0	nt
46	O=C(NN=C1c2ccccc2-c2ccccc21)c1cccc(Br)c1	-6.4	-0.6	0.7	-2.6	-10.6
47	CCn1c(=O)c2cc(C(=O)Nc3ccccc3OC)sc2c2ccccc21	-15.9	7.9	-6.0	-13.5	-5.1

item	S1P4 ag	eIF4E 4G PPI	PERK inh	BaF3 parental
41	0.0	-2.6	0.0	4.5
42	-1.4	4.2	0.3	-4.2
43	-0.7	2.7[fluorescence artefact?]	0.4	4.8
44	1.3	-0.8	0.9	2.6
45	-5.6	2.2	-0.1	2.2
46	-0.7	0.3	-0.1	3.7
47	2.4	-8.8	-0.3	-0.5
